# A3G deaminase = blocks human APOBEC3G single-stranded DNA deamination | inhibition, % at 20 µM | recombinant A3G, ssDNA deamination FAM/TAMRA fluorescence | 330,000 compounds, 0.28% hits;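 active = inhibition of at least 40% at 20 µM, with no more than 30% in the related APOBEC3A deaminase screen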;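 also: plate controls were DMSO wells with A3G for no effect and wells lacking A3G enzyme for full effect; some compounds called inactive have numbers as strong as hits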
# Target sequence (Q9HC16 whole entry, looked up): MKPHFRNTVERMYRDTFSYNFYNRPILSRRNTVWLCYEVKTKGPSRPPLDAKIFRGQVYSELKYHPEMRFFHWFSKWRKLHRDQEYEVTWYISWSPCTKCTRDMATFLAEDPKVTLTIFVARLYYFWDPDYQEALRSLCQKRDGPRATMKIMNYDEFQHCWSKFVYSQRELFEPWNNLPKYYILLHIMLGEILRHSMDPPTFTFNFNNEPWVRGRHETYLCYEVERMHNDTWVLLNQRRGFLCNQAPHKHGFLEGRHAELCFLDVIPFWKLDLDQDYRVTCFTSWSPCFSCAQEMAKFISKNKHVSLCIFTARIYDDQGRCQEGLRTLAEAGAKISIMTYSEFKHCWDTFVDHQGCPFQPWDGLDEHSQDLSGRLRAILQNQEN
# hIAP block = blocks human intestinal alkaline phosphatase. P09923. purified IAP, CDP-Star luminescence, 30 min. inhibition, % at 10 µM. 330,000 compounds, 0.12% hits;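 active = inhibition reaching a set limit with compound at 10 µM in the primary screen, cut at about 35% in these data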;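 also: plate controls were DMSO wells with enzyme for no effect and no-enzyme buffer wells for full effect; values of inactives mirror those of a sister screen read the other way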
# Target sequence (P09923 whole entry, looked up): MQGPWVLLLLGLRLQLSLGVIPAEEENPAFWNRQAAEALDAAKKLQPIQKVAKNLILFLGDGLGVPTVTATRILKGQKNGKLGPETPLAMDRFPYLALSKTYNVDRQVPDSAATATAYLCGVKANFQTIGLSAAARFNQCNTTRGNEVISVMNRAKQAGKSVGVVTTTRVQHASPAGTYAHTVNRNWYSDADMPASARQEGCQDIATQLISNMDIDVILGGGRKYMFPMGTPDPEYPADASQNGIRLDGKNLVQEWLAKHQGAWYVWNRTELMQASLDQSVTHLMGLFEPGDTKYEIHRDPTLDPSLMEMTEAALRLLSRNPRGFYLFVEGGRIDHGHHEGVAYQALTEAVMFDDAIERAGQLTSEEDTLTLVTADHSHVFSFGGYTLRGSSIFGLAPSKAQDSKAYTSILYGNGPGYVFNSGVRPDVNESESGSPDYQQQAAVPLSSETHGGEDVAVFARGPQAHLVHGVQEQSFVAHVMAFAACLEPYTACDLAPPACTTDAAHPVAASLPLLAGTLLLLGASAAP
# APOBEC3A inh = inhibitors of human APOBEC3A DNA deaminase; P31941; 330,000 compounds, 0.41% hits; inhibition, % at 20 µM; recombinant A3A, FAM/TAMRA ssDNA deamination fluorescence;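 active = at least 40% inhibition at 20 µM here, with at most 30% in a related deaminase screen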;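 also: plate controls were A3A with DMSO for no effect and wells lacking A3A enzyme for full effect; some results filed as inactive read as strong as hits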
# Target sequence (P31941 whole entry, looked up): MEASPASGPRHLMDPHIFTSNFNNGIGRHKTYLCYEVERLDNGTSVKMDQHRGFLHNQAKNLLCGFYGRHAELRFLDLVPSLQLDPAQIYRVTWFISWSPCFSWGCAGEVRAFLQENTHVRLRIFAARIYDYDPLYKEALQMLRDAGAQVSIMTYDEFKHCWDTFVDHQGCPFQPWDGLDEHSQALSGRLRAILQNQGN
# hIAP act = human IAP activation | P09923 | purified human IAP, CDP-Star luminescence, 30 min; hits give high values; 1 = vehicle-only enzyme, 0 = enzyme-free background | activation factor at 10 µM | 330,000 compounds, 0.16% hits | AID 2524;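 active = activation factor of the enzyme at least 2-fold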; also: the source names both 10 and 20 µM as test concentration; values of inactives mirror those of a sister screen read the other way
# mIAP inh = mouse IAP inhibition; purified mouse IAP, CDP-Star luminescence, 30 min; inhibition, % at 10 µM; 330,000 compounds, 0.2% hits;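 active = inhibition of at least 40% at 10 µM in the primary screen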;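 also: plate controls were DMSO with enzyme for no effect and no enzyme wells for full effect; values of inactives mirror those of a sister screen read the other way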
# beta cell repl = inducers of beta-cell replication in MIN6 cells; MIN6 cells proliferation, ATPlite luminescence, 48 h; cells starved in 0.2% serum; 100% = growth in 10% serum; proliferation, % at 10 µM; 330,000 compounds, 0.29% hits;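 active = compounds whose signal lies at least 3.5 SD above the mean of all wells on their plate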;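 also: 0% = DMSO-treated cells in low-serum medium and 100% = 10% serum control; some compounds called inactive have numbers as strong as hits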
# NR3A LBD binder = modulators (binders) of human NR3A ligand-binding domain; Tm shift relative to glycine control, % at 25 µM; NR3A LBD differential scanning fluorimetry, Tm shift; 0% = protein alone, 100% = glycine-bound protein; 340,000 compounds, 2.5% hits; AID 1259313;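 active = melting temperature shift of at least 10% of the positive control shift, at one fixed dose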
# mIAP activ = mouse IAP activation. muIAP, CDP-Star luminescence, 30 min; hits give high values; 1 = vehicle-only enzyme signal, 0 = enzyme-free wells. activation factor at 10 µM. 330,000 compounds, 0.24% hits. AID 2805;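 active = activation factor of at least 2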; also: the source names both 10 and 20 µM as test concentration; values of inactives mirror those of a sister screen read the other way
#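 also added = chemiluminescent substrate CDP-Star | test system = mouse IAP enzyme | signal = chemiluminescence readout | compound = DMSO-dissolved test compounds | incubation = 30 min at room temperature | benchmarks = DMSO wells, no-enzyme wells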
# MPTP inh = inhibitors of mitochondrial permeability transition pore | isolated mouse mitochondria, Ca2+ swelling absorbance, 30 min | inhibition, % at 10 µM | 360,000 compounds, 1.4% hits | AID 602449;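 active = inhibition of 50% or more, scaled per plate between neutral and stimulator controls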;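 also: 0% = DMSO wells given calcium and 100% = 1 mM EGTA wells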
# * hit, by the source's call; / = not tested or not shown.
# Sample of the layout:
Structure,A3G deaminase,hIAP block,APOBEC3A inh,hIAP act,mIAP inh,beta cell repl,NR3A LBD binder,mIAP activ,MPTP inh
CCc1nc2ccccc2c(C(=O)OCC(=O)Nc2ccc(S(=O)(=O)N3CCOCC3)cc2)c1C,2.7,4.1,2.8,0.959,-4.0,-1.0,2.9,1.04,-2.3
CCOc1ccc(N(CC(=O)NC2CCCCCC2)S(=O)(=O)c2ccccc2)cc1,-8.6,4.1,-2.5,0.959,-2.7,-4.2,1.7,1.03,-2.3

# The whole of this part, repeating the preview:
Structure,A3G deaminase,hIAP block,APOBEC3A inh,hIAP act,mIAP inh,beta cell repl,NR3A LBD binder,mIAP activ,MPTP inh
CCc1nc2ccccc2c(C(=O)OCC(=O)Nc2ccc(S(=O)(=O)N3CCOCC3)cc2)c1C,2.7,4.1,2.8,0.959,-4.0,-1.0,2.9,1.04,-2.3
CCOc1ccc(N(CC(=O)NC2CCCCCC2)S(=O)(=O)c2ccccc2)cc1,-8.6,4.1,-2.5,0.959,-2.7,-4.2,1.7,1.03,-2.3
CC(NC(=O)CCCc1ccccc1)c1ccncc1 (stereo unspecified),-7.8,-59.3,1.9,1.59,-6.8,-2.2,-1.0,1.07,-1.3
CC1CCC(C(=O)NC(C(=O)N2CCc3ccccc3C2)C(C)C)CC1 (stereo unspecified),-1.7,-6.1,5.5,1.06,5.5,-2.2,-0.3,0.945,3.1
COC(=O)[C@@]1(Cc2ccc(OC)cc2)[C@H]2c3cc(C(=O)N(C)C)[nH]c3C[C@H]2CN1C(=O)c1ccccc1,-3.1,0.5,0.3,0.995,-4.5,-2.0,-0.6,1.04,-0.9
Cc1ccc(NC(=O)CSc2ncc(S(=O)(=O)c3ccccc3)c(=O)[nH]2)cc1C,-0.4,-11.9,-1.3,1.12,10.6,-1.4,-0.7,0.894,1.2
CCSc1ccc([C@@H]2[C@@H]3C(=O)N(C)C(=O)[C@@H]3[C@]3(C(=O)OC)CCCCN23)cc1,-11.9,-1.0,-2.3,1.01,-4.2,1.1,0.6,1.04,-1.3
O=C1CC(=O)CC(c2ccco2)C1,-2.2,-27.6,14.4,1.28,-1.6,-1.8,0.1,1.02,0.1
Cc1nnc(SCC(=O)NNC(=O)c2ccccc2)n1-c1ccccc1,-2.2,-12.4,1.1,1.12,5.2,0.0,-2.7,0.948,-0.4
Cc1ccc(S(=O)(=O)Nc2ccccc2C(=O)N2CCCCC2C)c(C)c1NS(C)(=O)=O (stereo unspecified),10.9,-0.4,6.2,1,-3.0,0.4,-3.4,1.03,1.3
Cc1ccc(/C=N\NC(=O)CC(=O)NCCc2ccccc2)cc1,1.7,9.5,6.3,0.905,-2.1,-2.2,-1.2,1.02,-0.2
C[C@@H](NS(=O)(=O)c1ccc(Br)cc1F)[C@@H](O)c1ccccc1,9.0,/,4.7,/,-1.1,/,-1.2,1.01,1.5
Cc1ccc(NC(=O)C2CC(=O)N(C(C)C)C2)cc1C (stereo unspecified),-4.8,15.0,-0.2,0.85,-1.2,0.6,-5.1,1.01,0.9
Cc1ccc(NC(=O)CN(C)C(=O)Cc2ccc3c(c2)CCC3)cc1,-11.3,14.8,6.2,0.852,9.3,-2.7,-1.0,0.907,-0.3
O=C(CSc1nnc(-c2ccc(Cl)cc2)n1-c1ccccc1)N/N=C/c1ccccc1C(=O)O,-5.2,-7.7,-4.8,1.08,-23.3,-1.8,-1.1,1.23,-0.6
CC1CCCC(C)N1C(=O)COC(=O)c1ccc(F)c(S(=O)(=O)N2CCOCC2)c1 (stereo unspecified),-2.3,2.5,2.5,0.975,-1.8,0.7,-1.3,1.02,0.5
CC(=O)OCc1c(F)c(F)c(-n2nc(C)cc2C)c(F)c1F,0.3,-55.6,-3.9,1.56,-5.8,0.7,-0.5,1.06,-0.5
Cc1cc(C)c(S(=O)(=O)N2CCN(c3ccccc3)CC2)c(C)c1,-6.9,12.1,-7.0,0.879,1.7,-1.2,-1.4,0.983,0.5
CCOC(=O)Oc1ccc(C(=O)OCCCN(C)C)cc1OC,-10.9,-0.6,-9.0,1.01,-1.8,-0.6,-0.9,1.02,1.0
CC(=O)c1ccc(OCC(=O)NCC(c2ccco2)N2CCCCC2)cc1 (stereo unspecified),-5.7,-12.5,-6.4,1.12,-16.5,-2.6,-4.0,1.17,0.1

Structure,A3G deaminase,hIAP block,APOBEC3A inh,hIAP act,mIAP inh,beta cell repl,NR3A LBD binder,mIAP activ,MPTP inh
O=C(CCc1ccccc1)N[C@@H]1c2ccccc2CC[C@@H]1OCc1ccccc1,0.5,/,2.8,/,-8.6,/,0.2,1.09,1.3
O=C(Nc1cc(Cl)ccc1F)c1ccc(-n2cncn2)c([N+](=O)[O-])c1,-9.1,-3.4,10.8,1.03,3.7,3.7,/,0.963,-0.8
COc1ccc(C(=O)NCCCOc2cccnc2)cc1OC1CCN(C(C)=O)CC1,13.6,-5.3,0.5,1.05,1.0,2.5,3.1,0.99,0.1
COCC(C)NC(=O)c1cc2c(ccc3ccccc32)oc1=O (stereo unspecified),-0.9,-20.3,-1.8,1.2,-4.3,-2.1,-3.0,1.04,0.6
CSCC(=O)N1CCCC(CO)(CCCc2ccccc2)C1 (stereo unspecified),-6.3,-20.8,-2.5,1.21,-4.6,0.2,3.0,1.05,0.0
COc1cccc(/C=N\NC(C)=O)c1OC/C=C/c1ccccc1,-7.1,-34.1,-0.1,1.34,2.7,-3.4,1.0,0.973,-1.1
Cc1cccc(C)c1NC(=O)CN(C)C(=O)CSCc1c(C)noc1C,-4.4,7.8,0.1,0.922,0.5,0.0,1.6,0.995,0.5
O=C1CCCC2=C1C(c1ccncc1)Nc1ccccc1N2 (stereo unspecified),-3.7,-23.1,-3.4,1.23,-0.7,-1.8,-0.2,1.01,-2.7
CCc1ccc(C(=O)NNC(=O)CCN2CCN(Cc3ccccc3)CC2)cc1,-4.0,-29.2,1.2,1.29,0.8,0.5,-2.0,0.992,-1.3
O=C(Nc1ccccc1)N1CCC(C(=O)N2CCN(S(=O)(=O)c3cccc(F)c3)CC2)CC1,-6.1,-12.2,-4.6,1.12,1.5,-3.2,1.0,0.985,0.4
CCOc1ccccc1NS(=O)(=O)c1cccc2nsnc12,-3.5,-20.7,-2.7,1.21,-4.5,0.1,-7.9,1.04,-0.5
O=C(Nc1ccnc(-c2cccnc2)n1)c1ccccc1Cl,-4.2,-30.0,-2.3,1.3,-10.2,-2.7,-2.5,1.1,-1.0
Cc1ccc(C)c(NC(NC(=O)c2cccnc2)C(Cl)(Cl)Cl)c1 (stereo unspecified),-5.6,-5.1,-6.9,1.05,1.9,-1.0,-1.5,0.981,0.6
Cc1ccc(Cn2nnc3c(=O)n(Cc4cccc(C)c4)cnc32)cc1,-2.0,-14.5,0.1,1.15,7.3,-1.2,0.3,0.927,0.3
O=S1(=O)NC(=NCC(c2ccco2)N2CCCCC2)c2ccccc21 (stereo unspecified),-8.2,10.7,-0.2,0.893,1.9,-2.4,-0.8,0.981,2.2
O=C(NCc1ccccc1)Nc1cccn(Cc2ccccc2F)c1=O,3.8,-5.7,0.3,1.06,-9.5,0.0,-0.6,1.09,0.0
CCOC(=O)N1CCN(c2c(N3CCN(c4ccc(F)cc4)CC3)c(=O)c2=O)CC1,-1.8,3.1,3.2,0.969,8.0,0.2,-1.7,0.92,1.1
CC(NC(=O)COc1ccccc1)C(=O)OCC(=O)c1cc2ccccc2o1 (stereo unspecified),-7.2,6.9,-3.8,0.931,-8.2,-2.2,0.3,1.08,0.2
Cc1cc(C)n2nc(SCc3nnc(-c4ccccc4Br)o3)nc2n1,-15.1,7.9,-1.3,0.921,7.6,-2.6,-2.1,0.924,-0.9
Cc1nc(N2CCN(C)CC2)c2c(C)c(C(=O)Nc3ccc(C)c(F)c3)sc2n1,-7.3,14.3,-1.2,0.857,6.8,-6.5,-1.9,0.932,-1.6

Structure,A3G deaminase,hIAP block,APOBEC3A inh,hIAP act,mIAP inh,beta cell repl,NR3A LBD binder,mIAP activ,MPTP inh
COc1cccc(NC(=O)c2ccccc2NC(=O)c2ccncc2)c1,-7.7,14.9,-2.4,0.851,8.9,-1.3,0.2,0.911,0.9
O=c1c(Cl)cc(Cl)nn1-c1ccccc1,3.7,-14.7,1.3,1.15,10.8,0.0,-1.9,0.892,-6.7
O=C1NN(c2cccc(Br)c2)C(=O)/C1=C\c1ccc(N2CCOCC2)cc1,5.5,32.9,7.5,0.671,15.1,-1.3,-1.1,0.849,1.4
O=S(=O)(CC(CN1CCCCC1)N1CCCCC1)c1ccccc1 (stereo unspecified),-6.1,4.3,-1.7,0.957,7.2,-3.1,0.7,0.928,0.2
COc1ccc(OC)c2[nH]c(=O)c(CCNC(=O)C(=O)c3c[nH]c4ccccc34)cc12,3.1,4.3,2.4,0.957,0.5,-2.3,-1.3,0.995,1.6
Nc1nnc(SCC(=O)N2CCCCC2)s1,-0.9,10.0,-0.4,0.9,-4.0,-3.4,-1.2,1.04,0.1
CCOC(=O)N1c2ccccc2C=CC1OCC (stereo unspecified),-6.9,3.7,-6.6,0.963,5.3,4.6,/,0.947,/
COc1cccc(CNC(=O)Cn2ccc3cc(S(=O)(=O)N4CCCC4)ccc32)c1,0.0,-26.6,-3.6,1.27,-12.7,-3.9,-1.0,1.13,1.9
O=C(Nc1ccc(Cl)cc1)c1cc2c(cc1O)[nH]c1ccccc12,-3.7,11.2,-3.4,0.888,14.0,-6.6,31.5*,0.86,35.1
CCn1nnnc1SCC(=O)Nc1nc2ccccc2s1,-2.5,-4.5,-2.3,1.04,-1.4,-0.1,-2.5,1.01,1.3
O=C(c1cccnc1Cl)N1CCOCC1,-3.2,6.6,3.8,0.934,0.5,1.4,-3.2,0.995,-0.8
COc1ccc(C(CC(=O)Nc2cc(C)ccn2)N2Cc3ccccc3C2=O)cc1 (stereo unspecified),-5.8,2.1,-0.6,0.979,0.6,-1.9,1.1,0.994,-0.6
COc1ccc(/C=N/NC(=O)c2ccc3c(c2)OCCO3)c(OC)c1,-2.7,1.1,-3.0,0.989,5.9,1.9,-1.6,0.941,-0.6
O=C(N/N=C/c1sc(=O)n(-c2ccccc2)c1Cl)c1ccncc1,-4.2,13.1,-2.7,0.869,3.8,-6.1,-4.3,0.962,1.3
CCCN(Cc1cc2ccc(C)cc2[nH]c1=O)C(=O)c1cccnc1,2.0,-4.2,1.4,1.04,-0.8,0.6,0.3,1.01,-0.6
COc1ccc(S(=O)(=O)N2CCN(C)CC2)cc1Br,-8.6,-8.8,-1.5,1.09,-0.1,-1.3,2.1,1,0.8
COc1ccc(-c2nc(C#N)c(N3CCCCCC3)o2)cc1,-3.9,0.9,0.6,0.991,-13.6,-1.5,1.4,1.14,0.1
CN(CC(=O)Nc1ccccc1C(F)(F)F)C(=O)c1ccc(N2C(=O)CCC2=O)cc1,-6.0,-4.3,-0.8,1.04,9.8,0.0,1.2,0.902,3.7
c1ccc(Oc2cnc3ccccc3n2)cc1,-3.1,10.2,-0.8,0.898,-9.6,-0.1,1.0,1.1,0.7
O=C(Nc1nc2c(ccc3ccccc32)s1)c1cc([N+](=O)[O-])ccc1N1CCOCC1,-6.1,11.9,-2.9,0.881,14.1,-3.4,/,0.859,/
CN(C(=O)COC(=O)CSc1ccc(C(N)=O)cc1[N+](=O)[O-])C1CCCCC1,-7.4,6.2,8.1,0.938,-1.6,-0.9,-2.1,1.02,0.3
Cc1ccc(N2C(=O)CC3(CCCC3)CC2=O)cc1,1.7,22.0,-1.2,0.78,10.3,-1.7,2.0,0.897,0.5
C[n+]1cc(C(=O)N2CCCCC2)ccc1/C=C/c1c[nH]c2ccccc12,14.1,24.0,75.1*,0.76,9.3,-2.1,0.7,0.907,-0.9

# Screening data from PubChem BioAssay.
